Source: PubChem BioAssay (several laboratories)
DUSP3 inh: blocks human VHR1 dual specificity phosphatase; P51452; recombinant VHR phosphatase, pNPP absorbance; inhibition, % at 13.3 µM; 290,000 tested, 0.52% active; AID 1654; in the data active = inhibition above about 50%; also: some compounds called inactive have numbers as strong as hits
Target sequence (P51452 whole entry, looked up): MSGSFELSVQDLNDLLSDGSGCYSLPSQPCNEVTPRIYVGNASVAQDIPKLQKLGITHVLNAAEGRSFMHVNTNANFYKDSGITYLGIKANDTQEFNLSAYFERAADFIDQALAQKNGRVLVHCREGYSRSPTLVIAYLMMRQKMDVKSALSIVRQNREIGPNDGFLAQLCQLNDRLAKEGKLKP
CCHF vOTU inh: blocks the CCHF virus ovarian tumor domain protease. CCHFV vOTU protease, Pep-AMC fluorescence. 370,000 tested, 0.55% active. inhibition, % at 11.5 µM. AID 651958; also: 0% = vehicle wells with enzyme and 100% = no enzyme wells
Mtb UGM inh: blocks M. tuberculosis UGM enzyme | purified UGM, fluorescence polarization probe displacement | inhibition, % at 10 µM | AID 504406 | P9WIQ1 | 320,000 tested, 0.06% active; in the data active = inhibition above about 10%, passing the limit was not always enough; inconclusive = no clear call, values can overlap the other calls
BoNT F protease: BoNT F light chain protease inhibition; inhibition, % at 10 µM; AID 588497; 360,000 tested, 0.22% active; Multiplex microsphere protease cleavage assay, flow cytometry; in the data active = inhibition above about 35%, passing the limit was not always enough; inconclusive = no clear call, values can overlap the other calls; also: plate controls were buffer without enzyme for full effect and enzyme alone for no effect
FBA Mtb inh: inhibitors of M. tuberculosis fructose-bisphosphate aldolase. purified M. tuberculosis FBA, fluorescence read-out. inhibition, % at 1 µM. AID 588726. 360,000 tested, 2.3% active; in the data active = inhibition above about 27%;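 also: 0% = vehicle and 100% = reference inhibitor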
Target sequence (P9WQA3 whole entry, looked up): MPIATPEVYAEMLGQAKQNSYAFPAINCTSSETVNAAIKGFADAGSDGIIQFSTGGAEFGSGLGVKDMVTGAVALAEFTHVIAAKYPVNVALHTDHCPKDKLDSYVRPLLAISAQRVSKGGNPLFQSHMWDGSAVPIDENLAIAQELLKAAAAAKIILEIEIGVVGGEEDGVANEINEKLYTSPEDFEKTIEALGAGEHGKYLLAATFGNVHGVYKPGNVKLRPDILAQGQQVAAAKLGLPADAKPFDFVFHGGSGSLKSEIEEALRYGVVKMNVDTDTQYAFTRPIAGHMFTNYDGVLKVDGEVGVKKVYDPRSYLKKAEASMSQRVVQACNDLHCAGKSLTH
Mtb BioA inh: BioA (M. tuberculosis) enzyme inhibition. purified M. tuberculosis BioA enzyme, plate reader. inhibition, % at 9.99 µM. 360,000 tested, 0.096% active. AID 602481; in the data active = inhibition above about 40%; inconclusive = no clear call, values can overlap the other calls
FadD28 binding: M. tuberculosis FadD28 bisubstrate binding inhibition | FadD28 bisubstrate probe binding, fluorescence polarization | inhibition, % at 12.5 µM | 360,000 tested, 0.22% active; in the data active = inhibition above about 8.5%, passing the limit was not always enough; inconclusive = no clear call, values can overlap the other calls
Rv3671c protease: inhibits the M. tuberculosis serine protease Rv3671c; inhibition, % at 5.96 µM; 320,000 tested, 0.048% active; in the data active = inhibition above about 38%;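 also: extracellular domain of Rv3671c used as enzyme; 0% = enzyme with DMSO and 100% = no enzyme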
Target sequence (P9WHR9 whole entry, looked up, the tested form may be a part): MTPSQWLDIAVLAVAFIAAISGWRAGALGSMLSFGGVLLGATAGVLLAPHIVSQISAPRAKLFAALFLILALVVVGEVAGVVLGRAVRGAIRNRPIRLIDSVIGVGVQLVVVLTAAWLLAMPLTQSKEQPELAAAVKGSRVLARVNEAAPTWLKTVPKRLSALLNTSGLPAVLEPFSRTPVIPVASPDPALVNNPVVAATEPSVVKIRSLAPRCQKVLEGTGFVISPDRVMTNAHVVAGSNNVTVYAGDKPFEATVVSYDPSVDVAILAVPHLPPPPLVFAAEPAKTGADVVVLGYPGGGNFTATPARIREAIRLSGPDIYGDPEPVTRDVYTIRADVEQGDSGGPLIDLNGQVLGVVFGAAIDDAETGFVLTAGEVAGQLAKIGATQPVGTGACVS
GDH-TPI counter: counter-screen for M. tuberculosis FBA inhibitors: GDH-TPI coupled enzymes; inhibition, % at 4.8 µM; AID 588335; GDH-TPI coupled enzyme counterscreen, NADH absorbance; 360,000 tested, 1.2% active;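 also: 0% = DMSO wells and 100% = wells lacking the enzyme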
MazF activator: increases E. coli MazEF RNase cleavage of RNA | 350,000 tested, 0.32% active | FAM/BHQ RNA-DNA oligo cleavage fluorescence, 5 h | activation, % at 20 µM; in the data active = activation above about 50%
Target sequence (P0AE70 whole entry, looked up): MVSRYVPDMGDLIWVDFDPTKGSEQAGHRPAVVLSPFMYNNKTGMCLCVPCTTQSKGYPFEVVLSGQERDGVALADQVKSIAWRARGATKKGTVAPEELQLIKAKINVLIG
* = called active by the depositor; ? = inconclusive; . = no result given; + = active, no number. Rule as the data show it, unless noted: active = inhibition above about 30%; inactive = the rest. Random draw from the library (roughly 4.9% active in at least one column).

SMILES | DUSP3 inh | CCHF vOTU inh | Mtb UGM inh | BoNT F protease | FBA Mtb inh | Mtb BioA inh | FadD28 binding | Rv3671c protease | GDH-TPI counter | MazF activator
Cn1ncc(Br)c1N1C(=O)CCC1=O | 16 | 20 | 0.7 | -17 | 0 | -0.9 | -2.9 | 7 | -1 | 2
NNC(=O)c1cc(-c2cccs2)nc2ccccc12 | 0 | -54 | -1.3 | -4 | 44* | . | 0.0 | -40 | 26 | 5
COc1cc2c(cc1OC)-c1cc(Nc3ccc(C(=O)O)cc3)nc(=O)n1CC2 | 10 | -14 | 2.4 | -20 | 18 | 0.7 | -8.7 | -9 | 24 | -15
Cc1cc(C)cc(OCCNC(=O)c2cc(S(=O)(=O)N3CCOCC3)ccc2F)c1 | 12 | -5 | 0.6 | -5 | 1 | 1.1 | -1.8 | -10 | -4 | 1
Cc1ccccc1NC(=O)Cn1nnc(C(=O)NCc2ccco2)c1N | 19 | -14 | -1.4 | -1 | 3 | . | -2.5 | -5 | 3 | 3
O=C(NCCCN1CCCCC1)c1ccc(CS(=O)c2ccc(F)cc2)o1 (stereo not drawn) | 52* | 3 | 0.5 | -9 | -3 | -0.6 | 0.2 | -9 | 7 | 10
O=C(CCC(=O)c1ccccc1)NCc1cccc(C(F)(F)F)c1 | . | 6 | 0.3 | -10 | 0 | 13 | -0.6 | 9 | 11 | -1
CC1CCN(c2nc(-c3ccccc3)cc(C(F)(F)F)n2)CC1 | 27 | 2 | 0.5 | 0 | -1 | -0.2 | -3.5 | 0 | 4 | -9
COCCNC(=O)COC(=O)c1cc(-c2ccc(OC)cc2)nc2ccccc12 | 20 | -19 | -2.6 | 0 | 10 | . | -1.1 | 1 | 7 | -2
Cc1cc(NC(=O)c2ccccc2F)cc(C)c1OCC(=O)N1CCOCC1 | 16 | 2 | 4.6 | -27 | -1 | -0.9 | -3.0 | -16 | 0 | -10
COc1ccc2c(C)cc(SCC(=O)N3CCOCC3)nc2c1 | 12 | 13 | -1.0 | 36* | 3 | 1.6 | -0.8 | -4 | 14 | -62
COc1ccc(CCNC(=O)C23CCC(C)(C(=O)C2Br)C3(C)C)cc1OC (stereo not drawn) | 33 | -4 | -0.8 | . | -3 | . | 0.6 | -3 | 3 | 0
CCOC(=O)c1ccc(N=C2NC(=O)CS2)cc1 | 0 | 0 | 1.5 | 1 | -1 | -0.3 | -3.9 | -1 | 6 | 4
COc1ccc(S(=O)(=O)N2CCN(c3c(C)cccc3C)CC2)cc1OC | 0 | 2 | 2.5 | -5 | -1 | -1.3 | -2.5 | -2 | 3 | -2
CC1=C(C(=O)N2CCN(C(=O)c3ccco3)CC2)C2(CCC(C)CC2)OC1=O (stereo not drawn) | 42 | -4 | -1.0 | -1 | 1 | 1.3 | -2.4 | 6 | 4 | 4
COc1ccccc1-c1coc2cc(OC(=O)N3CCOCC3)ccc2c1=O | 23 | 2 | -5.8 | ? | 3 | 1.4 | -2.6 | 4 | 5 | -1
O=[N+]([O-])c1cccc(CSc2ncnc3ccccc23)c1 | 8 | 2 | -1.7 | -5 | 0 | . | -2.2 | 3 | 10 | -6
COC(=O)c1ccc(-c2nc3ccccc3[nH]2)cc1 | 5 | -248 | 0.9 | -6 | + | -1.6 | -5.4 | -7 | 19 | 5
O=C(NC(=S)NCc1ccccc1)c1ccccc1 | 12 | -1 | -0.2 | 2 | 0 | . | -3.1 | 1 | 0 | -5
COC(=O)c1n[nH]n(-c2cc(Cl)cc(Cl)c2)c1=O | -19 | -2 | 0.2 | 5 | -1 | 5.7 | -0.1 | 4 | -6 | 0
COCCn1c(-c2ccc(-c3ccc([N+](=O)[O-])cc3Br)o2)nc2c1c(=O)[nH]c(=O)n2CC(C)C | 3 | 0 | -1.6 | 9 | 3 | -1.4 | -2.3 | -16 | 4 | 98*
O=C(COC(=O)c1cccnc1)Nc1cccc(Cl)c1 | 10 | 6 | 4.0 | 14 | 5 | 3.1 | -1.6 | -3 | 10 | -9
Cc1ccc(C2=CSC3=NCCN23)cc1 | . | -5 | 4.2 | 5 | 1 | -0.2 | -2.4 | 6 | 8 | 4
CCC(C)C(NC(=O)OCc1ccccc1)C(=O)NCC(c1ccccc1)N(C)C (stereo not drawn) | -16 | 2 | 0.7 | -2 | -1 | -6.1 | -0.6 | -3 | -7 | 4
O=C(CCCNS(=O)(=O)c1cccc2nsnc12)NCCN1CCN(c2ccccc2F)CC1 | 7 | -3 | -3.5 | -6 | 3 | . | -0.9 | -9 | 6 | 1

The results go on:
SMILES | DUSP3 inh | CCHF vOTU inh | Mtb UGM inh | BoNT F protease | FBA Mtb inh | Mtb BioA inh | FadD28 binding | Rv3671c protease | GDH-TPI counter | MazF activator
CCOC(=O)C1CCN(C(=S)Nc2cc(C)ccc2C)CC1 | 0 | -8 | -3.4 | 0 | -2 | . | -0.1 | -5 | 11 | -2
Cc1ccc2c(Cl)c(Cc3ccccc3)c(=S)[nH]c2n1 | . | 2 | . | ? | 0 | -0.1 | -4.4 | . | 7 | 5
CCN(CC)CCNC(=O)CCCNC(=O)Cn1cnc2sc(C)c(C)c2c1=O | 5 | 7 | -0.3 | -8 | 1 | -0.1 | -1.6 | 1 | 0 | -1
C=CCNC(=O)c1cc2c(=O)n3ccccc3nc2s1 | 13 | -295 | -1.8 | 7 | + | 0.4 | -2.5 | 5 | 12 | 1
Cn1c(SCC(=O)NCc2cccs2)nnc1-c1ccc(S(=O)(=O)N2CCCC2)cc1 | 19 | 7 | . | -3 | 1 | -0.6 | -0.5 | -2 | 6 | -4
CC1CC(C)CN(C(=O)COC(=O)c2cc3ccccc3oc2=O)C1 (stereo not drawn) | . | 5 | 3.1 | 2 | 12 | -0.6 | -0.2 | 0 | 14 | 4
CCC(C)NC(=O)c1ccc(NS(=O)(=O)c2ccc3[nH]c(=O)[nH]c3c2)cc1 (stereo not drawn) | -16 | 4 | 2.0 | 2 | 0 | -2.6 | -0.3 | -10 | 3 | 6
C=CCOc1ccccc1CN1CCC(C(=O)Nc2cccc(-c3ccn[nH]3)c2)CC1 | -22 | -13 | 0.1 | -9 | -3 | -1.2 | -4.4 | 4 | -9 | 11
NC(CO)(CO)COCc1ccccc1 | 17 | -8 | -1.0 | -6 | -2 | -0.7 | -1.4 | 6 | -3 | -1
O=C(CSc1ccc(-c2cccnc2)nn1)N1CCCCC1 | 24 | -6 | 0.9 | -4 | 7 | 19 | -0.6 | -8 | 0 | -3
CCCC1(CCC)NC(=O)N(CC(=O)Nc2ccc3c(c2)OCCO3)C1=O | . | 2 | 3.5 | -11 | -1 | -0.3 | -3.8 | 2 | -3 | 14
CCOC(=O)C1=C(C)N=c2s/c(=C\c3ccc(OCC(=O)O)cc3)c(=O)n2C1c1ccc(Cl)cc1 (stereo not drawn) | . | 12 | 2.9 | -18 | 2 | -2.7 | -8.5 | . | 7 | -122
COc1ccc(Cl)cc1-c1cc(C(=O)Nc2ccccc2)[nH]n1 | . | 2 | . | 1 | 1 | -0.4 | -3.4 | . | 8 | .
CC1=C(C(=O)OCc2ccccc2)C(c2ccsc2)NC(=O)N1C (stereo not drawn) | 8 | 1 | 2.4 | 3 | 6 | . | -2.7 | -8 | 5 | -6
Cc1cc([N+](=O)[O-])nn1CC(=O)NCc1ccc(Cl)cc1 | 20 | 8 | 0.1 | . | 0 | 0.1 | -0.4 | 6 | 5 | 3
CCN(CC)S(=O)(=O)c1cc([N+](=O)[O-])ccc1N1CCC(C(N)=O)CC1 | 16 | 12 | 2.0 | 0 | 0 | 5.8 | 0.0 | 1 | 8 | 10
CN(Cc1ccccc1)C(=O)C(C(=O)c1ccc(F)cc1)n1cc(Cl)ccc1=O (stereo not drawn) | -11 | 12 | 0.2 | -5 | 0 | . | 0.1 | -6 | 2 | 0
Cn1c(=O)n(Cc2ccccc2)c(=O)c2c1nc1n2CCCN1C1CCCCC1 | . | 3 | -1.1 | 8 | 3 | 1.7 | -0.6 | 2 | 11 | 7
Clc1ccc(Nc2ncnc3c2cnn3-c2ccccc2)cc1 | 19 | 0 | -0.8 | -9 | 6 | 0.2 | -2.8 | -71 | 5 | 7
O=C(O)C1Cc2ccccc2CN1C(=O)COc1ccc(Br)cc1 (stereo not drawn) | 11 | -17 | 0.0 | -5 | 6 | . | -1.6 | 3 | 7 | -2
COc1ccc(NC(=O)COC(=O)CCc2ccc(S(=O)(=O)N3CCOCC3)cc2)cc1Cl | . | 17 | 2.8 | -1 | 0 | -1.3 | -2.9 | -6 | 9 | -2
COc1ccc(CNC(=S)N/N=C(/C)c2ccccc2)cc1 | 17 | 13 | -2.7 | -11 | -3 | -0.5 | -0.8 | -13 | 11 | -3
CCC(C)NC(=O)CS(=O)(=O)Cc1nc(-c2cccc(OC)c2)oc1C (stereo not drawn) | 19 | -1 | -0.2 | -1 | 1 | -0.8 | -3.5 | -3 | 8 | 8
CS(=O)(=O)c1ccc2nc(NC(=O)C3CC3)sc2c1 | . | -9 | 0.6 | 1 | 2 | -1.3 | -1.4 | -5 | -2 | 1
Cc1c(C(=O)c2ccc(F)cc2F)c2ccccn2c1CCc1ccccn1 | . | 24 | . | -4 | 3 | . | 1.6 | . | 11 | 4

Next part, starting with the last 5 of the part before.
SMILES | DUSP3 inh | CCHF vOTU inh | Mtb UGM inh | BoNT F protease | FBA Mtb inh | Mtb BioA inh | FadD28 binding | Rv3671c protease | GDH-TPI counter | MazF activator
COc1ccc(NC(=O)COC(=O)CCc2ccc(S(=O)(=O)N3CCOCC3)cc2)cc1Cl | . | 17 | 2.8 | -1 | 0 | -1.3 | -2.9 | -6 | 9 | -2
COc1ccc(CNC(=S)N/N=C(/C)c2ccccc2)cc1 | 17 | 13 | -2.7 | -11 | -3 | -0.5 | -0.8 | -13 | 11 | -3
CCC(C)NC(=O)CS(=O)(=O)Cc1nc(-c2cccc(OC)c2)oc1C (stereo not drawn) | 19 | -1 | -0.2 | -1 | 1 | -0.8 | -3.5 | -3 | 8 | 8
CS(=O)(=O)c1ccc2nc(NC(=O)C3CC3)sc2c1 | . | -9 | 0.6 | 1 | 2 | -1.3 | -1.4 | -5 | -2 | 1
Cc1c(C(=O)c2ccc(F)cc2F)c2ccccn2c1CCc1ccccn1 | . | 24 | . | -4 | 3 | . | 1.6 | . | 11 | 4
CCN(CC)S(=O)(=O)c1ccc(N2CCCC2)c(NC(=O)C2CCCCC2)c1 | 9 | -5 | 1.8 | -2 | -5 | . | -2.6 | -2 | 8 | 12
CC(C)(C)c1cc(CCC(=O)NN)cc(C(C)(C)C)c1O | 3 | 3 | 1.3 | 0 | 3 | . | -1.2 | 0 | 4 | 8
CCn1ncc(NC(=S)Nc2ccc(OC)c(OC)c2)c1C(N)=O | 39 | 19 | -1.4 | 6 | -1 | . | -0.2 | -11 | 4 | -4
COc1ccc(CC2S/C(=C(\C#N)C(=O)NCc3ccco3)N(c3ccc(C)cc3)C2=O)cc1 (stereo not drawn) | 7 | 5 | 0.0 | -2 | 3 | -1.1 | 0.5 | -2 | 4 | -14
CCC(C)NC(=O)Cn1c(=O)n(-c2ccccc2)c(=O)c2ccc(C(=O)NCc3ccco3)cc21 (stereo not drawn) | 37 | -10 | -1.8 | -7 | 0 | -0.8 | -5.7 | 4 | -1 | 1
O=C1OCCC1Sc1nnc(-c2cccnc2)n1-c1ccccc1F (stereo not drawn) | 33 | 6 | 0.5 | 2 | 1 | . | -0.4 | 1 | 6 | 2
Cc1ccc(NC(=O)NC2CCCCCCC2)c(C)c1 | 11 | -8 | 1.0 | 0 | 1 | -9.8 | -1.5 | . | 5 | 4
O=C(/C=C/c1ccc(O)cc1)OCc1occc(=O)c1O[C@@H]1OC(CO)[C@@H](O)[C@H](O)[C@@H]1O (stereo partly drawn) | 12 | 1 | -1.2 | 2 | 0 | 0.6 | -0.7 | -11 | 11 | 6
COc1ccc(Cc2c(-c3cccc(Br)c3)nc3c(C)cc(Br)cn23)c(C)c1 | . | 0 | . | 3 | 3 | -2.3 | -3.1 | . | . | .
Cc1cc(SCC#N)n2nc(C)c(-c3ccc(Cl)cc3)c2n1 | 46 | 1 | -0.2 | -12 | 1 | -0.2 | -1.7 | -8 | 16 | -9
